Compound activity from PubChem.
STK33 inh: inhibitors of purified STK33 kinase, primary screen, biochemical, ADP-Glo luminescence, homogeneous, cell-free; Serine/threonine-protein kinase 33 (Homo sapiens), Q9BYT3; MBP phosphorylation; inhibition, % at 10 µM; 320,000 compounds, 0.073% hits;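 active means inhibition at or above 25%, using the most active replicate where run in duplicate; inactive means inhibition below 25%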
Target sequence (Q9BYT3 whole entry, looked up): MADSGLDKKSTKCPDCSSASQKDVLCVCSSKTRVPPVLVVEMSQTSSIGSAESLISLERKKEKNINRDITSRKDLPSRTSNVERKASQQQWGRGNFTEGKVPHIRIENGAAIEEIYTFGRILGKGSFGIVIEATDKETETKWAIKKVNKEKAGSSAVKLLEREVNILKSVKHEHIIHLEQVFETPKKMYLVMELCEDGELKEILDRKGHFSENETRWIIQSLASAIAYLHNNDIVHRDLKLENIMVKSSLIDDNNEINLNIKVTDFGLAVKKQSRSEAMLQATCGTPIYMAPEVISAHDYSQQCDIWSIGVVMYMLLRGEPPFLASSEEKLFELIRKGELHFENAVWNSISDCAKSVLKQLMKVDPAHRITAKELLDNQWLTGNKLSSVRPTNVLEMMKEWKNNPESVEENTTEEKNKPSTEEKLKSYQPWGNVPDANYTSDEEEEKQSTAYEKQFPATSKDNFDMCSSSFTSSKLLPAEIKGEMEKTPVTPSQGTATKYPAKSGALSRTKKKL
OX1R antag: antagonists of human orexin 1 receptor (OX1R) | 330,000 compounds, 1.8% hits | inhibition, % at 6.6 µM | AID 485270, 2010 | OX1R-expressing cells, FRET antagonist read-out | Orexin/Hypocretin receptor type 1 (Homo sapiens), O43613; in the data active means inhibition mostly above about 38%, no sharp cut-off; inactive means mostly below about 40%;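 further: 0% = agonist challenge alone and 100% = reference antagonist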
Target sequence (O43613 whole entry, looked up): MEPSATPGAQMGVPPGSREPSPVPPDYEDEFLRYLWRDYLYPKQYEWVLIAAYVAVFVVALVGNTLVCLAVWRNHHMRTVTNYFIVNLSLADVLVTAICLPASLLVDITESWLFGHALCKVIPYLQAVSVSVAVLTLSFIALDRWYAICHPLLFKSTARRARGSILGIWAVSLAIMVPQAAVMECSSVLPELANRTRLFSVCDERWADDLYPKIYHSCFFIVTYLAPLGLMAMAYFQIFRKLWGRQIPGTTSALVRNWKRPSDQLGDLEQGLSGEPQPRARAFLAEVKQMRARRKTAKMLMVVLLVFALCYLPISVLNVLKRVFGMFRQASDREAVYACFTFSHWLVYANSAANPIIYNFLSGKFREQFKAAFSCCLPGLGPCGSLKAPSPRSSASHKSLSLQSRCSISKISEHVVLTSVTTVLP
Numbers without * were called inactive; . = no result given; & = joins results of further samples.

The line under a structure holds: STK33 inh | OX1R antag
Cc1ccccc1OCC(=O)Nc1ccccc1N1CCCCC1
 : 0.4 | 5
O=C(O)/C=C/C(=O)NNC(=O)c1cccc(Br)c1
 : -2.1 | 19
COc1ccc(CN(C)C(=O)c2cnc(C)cn2)c(OC)c1OC
 : -0.9 | 7
Cc1ccc(NC(=O)/C(=C/C=C/c2ccccc2)NC(=O)c2ccccc2)cc1
 : -0.5 | 26
O=C(CSc1n[nH]c(-c2ccncc2)n1)Nc1ccc(F)cc1
 : -1.2 | 7
Cc1ccc(S(=O)(=O)N2CCN(c3ncnc4sccc34)CC2)cc1
 : -1.4 | 21
COc1ccc(C2c3c4c(n(C)c3CCN2C)CCN(C)C4c2ccc(OC)cc2)cc1 (configuration not stated)
 : -1.3 | 18
COc1cc(C2=NOC(C(=O)Nc3ccc4c(c3)OCO4)C2)cc(OC)c1OC (configuration not stated)
 : -2.1 | .
COc1ccc(NC(=S)N(CCN2CCOCC2)C2CCN(C(C)=O)CC2)cc1Cl
 : -1.2 | 16
COc1ccc(S(=O)(=O)N2CCN(C)CC2)cc1NC(=O)c1ccccc1C
 : -0.8 | -1

Next section.
The line under a structure holds: STK33 inh | OX1R antag
C[C@H](CO)N1C[C@H](C)[C@@H](CN(C)Cc2ccncc2)Oc2c(NS(=O)(=O)c3ccc(Cl)cc3)cccc2C1=O
 : -1.5 | 4
Cc1ccc(NC(=O)c2ccc3nc[nH]c3c2)nc1
 : 1.2 | 18
Cc1nc2sc(C(=O)O)c(N)c2c2c1COC(C)(C)C2
 : -1.1 | 20
CC(C)(C)C1CCc2nc(NC(=O)Cc3cn4ccsc4n3)sc2C1 (configuration not stated)
 : 1.6 | 18
Cc1cc(NCc2ccco2)n2c(nc3ccccc32)c1C#N
 : 2.1 | 9
CCCCOCCCNCC(=O)Nc1ccc(S(N)(=O)=O)cc1
 : -0.9 | 4
O=C1N=C(N2CCCC2C(=O)O)S/C1=C\c1ccco1 (configuration not stated)
 : -0.3 | 22
Cc1cccc2c1N(CCCOc1ccc(C(C)(C)C)cc1)C(=O)C2=O
 : -0.8 | 0
COc1ccc(NC(=O)c2ccco2)cc1S(=O)(=O)N1CCCCC1
 : -0.5 | 15
O=C(CSc1nc(=O)n(CCN2CCOCC2)c2c1CCCC2)Nc1ccc(F)cc1F
 : -0.2 | 18

New compounds follow
The line under a structure holds: STK33 inh | OX1R antag
CC(C)CC(=O)Nc1c2c(nn1-c1ccc(F)cc1)CS(=O)C2 (configuration not stated)
 : -0.4 | 4
CCN(CC)c1ccc(Nc2cc3n(c(=O)n2)CCc2cc(OC)c(OC)cc2-3)cc1
 : -0.6 | -2
O=C(NCCN1CCOCC1)Nc1ccc(Cl)cc1Cl
 : -1.5 | 6
Cc1c(C)c(C)c(CO/N=C/c2cccs2)c(C)c1C
 : -1.2 | -1
CC1Cc2ccccc2N1C(=O)COC(=O)c1ccc(Cl)c(S(=O)(=O)N2CCOCC2)c1 (configuration not stated)
 : -0.7 | 5
CCOC(=O)c1cc2sccc2n1Cc1ccc(C#N)cc1
 : -0.8 | 5
CCN(CC)C(=O)[C@H]1CC(CC(=O)NCCc2ccccn2)C(=O)N2CCc3c([nH]c4ccc(OC)cc34)[C@]12C (some centres not stated)
 : . | 19
O=C(Nc1ccc(C(=O)O)cc1)/C(=C\c1ccco1)NC(=O)c1ccco1
 : -1.6 | 27
O=S(=O)(Cc1ccc(Cl)cc1)Nc1ccc2c(c1)OCO2
 : -1.0 | 7
Cc1cccc(N2CCN(C(=O)c3cccc(NC4=NC5CS(=O)(=O)CC5S4)c3)CC2)c1C (configuration not stated)
 : -1.3 | 10

Other records follow.
The line under a structure holds: STK33 inh | OX1R antag
O=C(O)c1c(Cl)c(Cl)c(Cl)c(Cl)c1C(=O)N1CCCCCC1
 : -1.0 | 2
Cc1[nH][nH]c(=O)c1C(c1ccc(O)c([N+](=O)[O-])c1)c1c(C)[nH][nH]c1=O
 : 1.1 | 37
CCCC(=O)Nc1cc2c(cc1C(=O)c1ccccc1)OCCO2
 : . | 7
O=C(COC(=O)c1ccc(N2CCCC2=O)cc1)NCc1ccco1
 : -1.3 | 13
CN1CCC(N(C)S(=O)(=O)c2ccc(NC(=O)COc3ccc([N+](=O)[O-])cc3)cc2)CC1
 : . | 8
Cc1nnc(SCC2=C(C(=O)O)N3C(=O)[C@@H](NC(=O)Cn4cnnn4)[C@H]3SC2)s1
 : 1.0 | 8&6
COc1ccccc1OCCOc1ccc(/C=C2\C(=N)N3N=C(S(C)(=O)=O)SC3=NC2=O)cc1
 : 1.1 | 9
OC(C#CCN1CCCC1)c1ccccc1 (configuration not stated)
 : 0.1 | 3
Cc1ccc(S(=O)(=O)N[C@@H](Cc2ccccc2)C(=O)N2CCC(C(=O)N[C@H](C(=O)O)C(C)O)CC2)cc1 (some centres not stated)
 : 0.3 | -9
CC(C)CC(NC(=O)/C(=C/c1ccco1)NC(=O)c1ccc(Br)o1)C(=O)O (configuration not stated)
 : -1.1 | -5

(more compounds)
The line under a structure holds: STK33 inh | OX1R antag
COC(c1ccccc1)c1nnc(CCC(=O)NCc2ccc3ncccc3c2)o1 (configuration not stated)
 : 0.3 | 4
Cn1cc(/C=N/NC(=O)c2ccc(C#N)cc2F)c2ccccc21
 : 0.4 | 14
CCCCc1ccc(NC(=S)Nc2cccnc2)cc1
 : -1.6 | -1
CCOc1cc(C(=O)Nc2cc(C)on2)cc(OCC)c1OCC
 : -2.4 | 9
Fc1cccc(CNC2CCN(CCc3ccccc3)CC2)c1
 : -0.4 | .
COc1cccc(NC(=O)CCCn2c(=O)[nH]c3ccccc3c2=O)c1
 : -1.1 | 20
CC(=O)OC1CC[C@@]2(C)C(CCC3C2CC(=O)[C@@]2(C)C3CC3CC(C)=CC(=O)C32)C1 (some centres not stated)
 : 0.2 | .
NC(=O)c1cc(N2C(=O)C3CC=CCC3C2=O)ccc1N1CCCCC1 (configuration not stated)
 : -0.5 | 5
Cc1ccc(N(CCC#N)C(=O)CSc2nnc3ccccn23)cc1
 : 0.2 | 2
O=C(Nc1ccccc1)Nc1ccc(C(F)(F)F)cn1
 : 0.2 | 13

The listing continues:
The line under a structure holds: STK33 inh | OX1R antag
Cc1ccc(S(=O)(=O)N2CCOCC2)cc1NC(=O)COC(=O)c1cc(=O)[nH]c2ccccc12
 : 0.5 | 15
CN(C)S(=O)(=O)c1ccc(N2CCCC2)c(C(=O)Nc2ccc(F)cc2F)c1
 : -1.6 | 10
C=CCn1c(CNC(=O)c2ccccc2C)nnc1SCC(=O)NC1CCCC1
 : 0.8 | 13
CCC(NC(=O)C1CCC1)c1ccccc1 (configuration not stated)
 : -0.8 | 6
CCOc1ccc(OCCOCCN2CCc3ccccc3C2)cc1
 : -0.9 | 13
CC(=O)N1CCN(S(=O)(=O)c2cccc(C(=O)Nc3nc4ccccc4[nH]3)c2)CC1
 : 4.7 | 16
CN(C)/C=N/c1ncc(C(=O)c2ccc(Cl)cc2Cl)s1
 : -1.4 | 8
CC1CCCCC1NC(=O)COC(=O)c1ccc(S(=O)(=O)N2CCOCC2)cc1 (configuration not stated)
 : -1.1 | 25
CN(C)CCNC(=O)c1onc(CSc2ccc(F)cc2)c1C(=O)NCCN(C)C
 : -0.8 | 7
O=C(CCNS(=O)(=O)c1cccc2nonc12)N1CCN(c2cccc(Cl)c2)CC1
 : -0.6 | 34

(next part)
The line under a structure holds: STK33 inh | OX1R antag
O=C(N/N=C/c1cccnc1)c1ccc(NC(=O)C(c2ccccc2)c2ccccc2)cc1
 : 1.8 | 16
O=C(CCC(=O)N1CCOc2ccc(Cl)cc21)N1CCN(c2ccccn2)CC1
 : -2.0 | 6
CC(C)Cc1ccc(CN2CCCC(NC(=O)CCn3cnnn3)C2)cc1 (configuration not stated)
 : -0.3 | 26
COc1ccc(CNC(=O)COC(=O)C2CC3C=CC2C3)cc1 (configuration not stated)
 : -1.9 | 7
Cc1ccc([N+](=O)[O-])cc1NC(=O)C1CCCC1
 : -1.0 | 10
CCN(CC)CCn1c(SCC(=O)Nc2ccc3c(c2)CCC3)nc2ccccc2c1=O
 : . | 17
Cc1ccc(/C=N/n2c(-c3ccccn3)n[nH]c2=S)o1
 : -0.8 | 5
O=C(O)CCCC(=O)N1CC(=O)Nc2ccccc21
 : -1.5 | 18
Cc1noc(C)c1COc1cccc(C(=O)OC(C)C(=O)Nc2ccc3c(c2)OCO3)c1 (configuration not stated)
 : 1.5 | 13
Cc1ccc(C)c2c1cc(C)c1nnc(SCc3ccccn3)n12
 : 1.7 | 13

(further entries)
The line under a structure holds: STK33 inh | OX1R antag
CCOc1ccccc1NC(=O)CCC(=O)Nc1nnc(C2CCCCC2)s1
 : 0.5 | 9
COc1cc(O)c(C(CC(=O)N2CCCC(C)C2)c2ccc(N(C)C)cc2)c(OC)c1 (configuration not stated)
 : 0.4 | 40
CC(C)(C)OC(=O)N1CCC(c2c(C(=O)NCC3CCN(C4CCCC4)C3)cnn2-c2ccc(F)cc2)CC1 (configuration not stated)
 : 0.1 | -4
CC1CC(C)CN(CCCCOc2ccc([N+](=O)[O-])cc2)C1 (configuration not stated)
 : -0.3 | 21
COc1cc(OC)c(OC)cc1/C=C/c1cc(C(F)(F)F)[nH]c(=O)n1
 : -2.4 | 7
COc1cccc(C(=O)NOCc2ccccc2)c1OC
 : -0.4 | 2
Cc1nn(-c2cccc(Cl)c2)c2c1C(c1ccncc1)C(C#N)=C(N)O2 (configuration not stated)
 : 0.5 | 22
CCOC(=O)c1[nH]c2ccccc2c1NC(=O)COC
 : -1.3 | 12
CC(C)=CCN1CCC(n2nccc2NC(=O)c2ccccc2Cl)CC1
 : -0.2 | 2
O=C(Cc1cccs1)N[C@@H]1c2ccccc2CC[C@@H]1OCc1ccccc1
 : . | 16

Continuation:
The line under a structure holds: STK33 inh | OX1R antag
Cc1cccc(NC(=S)NNC(=O)CCn2cc(C)cn2)c1
 : 0.8 | 6
O=c1oc(-c2ccccc2)nc2c1C1(CCCCC1)Cc1ccccc1-2
 : -0.7 | 10
O=C(NCC1CCCO1)C1CCC(N2C(=O)c3ccccc3C2=O)CC1 (configuration not stated)
 : 2.0 | 14
C/C(=N\O)c1cc(Cl)cc(Cl)c1O
 : -0.5 | 14
CS(=O)(=O)c1ccccc1-c1nnc(-c2ccc(Cl)cc2)o1
 : -2.3 | 20
O=C(c1ccc(F)cc1)c1cc2ccccc2o1
 : 1.3 | 19
O=C1C2C(c3ccccc3)=NN(c3ccccc3)C2C(=O)N1c1ccccc1 (configuration not stated)
 : -0.4 | 7
C=CCOc1ccc(/C=N/NC(=O)CN2CCCCC2)cc1OC
 : -2.7 | 10
O=C(N/N=C/c1cccnc1)c1cccc(Br)c1
 : 0.4 | .
Cc1cc(C)cc(OCC(=O)Nc2ccc(CN3CCCCC3)cc2)c1
 : 1.6 | 18

The list continues.
The line under a structure holds: STK33 inh | OX1R antag
O=C1CC(N2CCc3ccccc32)C(=O)N1c1ccccc1 (configuration not stated)
 : -1.4 | 7
COc1ccccc1C(=O)Nc1ccc2c(c1)CCCN2C(=O)c1ccccc1
 : 5.6 | 4
COc1ccc(C(=O)/C=C/c2ccc(OCc3ccccc3)cc2)cc1CSCC(=O)O
 : -1.3 | .
CCOc1cc(NC(=O)c2cccs2)c(OCC)cc1NC(=O)c1ccccn1
 : -1.7 | 4
N#Cc1c(N)nc2c(c1N)CC(CCl)O2 (configuration not stated)
 : -0.1 | 7
Cc1ccc(-c2nc(C(=O)NCC3CCCO3)cc3c2[nH]c2ccccc23)cc1 (configuration not stated)
 : 0.9 | 50*
O=C(NCC1CCCO1)c1ccc(NC(=O)c2cccc(Br)c2)cc1 (configuration not stated)
 : . | 6
CCCCN(C(=O)CCNC(=O)NC12CC3CC(CC(C3)C1)C2)c1c(N)n(CCCC)c(=O)[nH]c1=O
 : -1.2 | 5
Cc1cc(OC(=O)N2CCOCC2)cc(C)c1Cl
 : -0.7 | 26
C=CCn1c(C)nc2ccccc2c1=O
 : -0.1 | 7

Looked up by compound from above:
The line under a structure holds: STK33 inh | OX1R antag
Cc1cc(OC(=O)N2CCOCC2)cc(C)c1Cl
 : -0.7 | 26
O=C(NCC1CCCO1)c1ccc(NC(=O)c2cccc(Br)c2)cc1 (configuration not stated)
 : . | 6
Cc1ccc(-c2nc(C(=O)NCC3CCCO3)cc3c2[nH]c2ccccc23)cc1 (configuration not stated)
 : 0.9 | 50*
COc1ccccc1C(=O)Nc1ccc2c(c1)CCCN2C(=O)c1ccccc1
 : 5.6 | 4
CCOc1cc(NC(=O)c2cccs2)c(OCC)cc1NC(=O)c1ccccn1
 : -1.7 | 4
CCCCN(C(=O)CCNC(=O)NC12CC3CC(CC(C3)C1)C2)c1c(N)n(CCCC)c(=O)[nH]c1=O
 : -1.2 | 5

4 of the compounds above, with the structure last.
| STK33 inh | OX1R antag | Molecule |
| --- | --- | --- |
| 1.7 | 13 | Cc1ccc(C)c2c1cc(C)c1nnc(SCc3ccccn3)n12 |
| -0.1 | 7 | N#Cc1c(N)nc2c(c1N)CC(CCl)O2 (configuration not stated) |
| -0.4 | 7 | O=C1C2C(c3ccccc3)=NN(c3ccccc3)C2C(=O)N1c1ccccc1 (configuration not stated) |
| . | 17 | CCN(CC)CCn1c(SCC(=O)Nc2ccc3c(c2)CCC3)nc2ccccc2c1=O |

(next part)
The line under a structure holds: STK33 inh | OX1R antag
COc1cc(/C=N/NC(=O)c2ccc(Cl)c(S(N)(=O)=O)c2)ccc1OCC(N)=O
 : -3.2 | 7
Cc1c(NC(=S)NC(=O)C(C)(C)C)cccc1[N+](=O)[O-]
 : -5.3 | 9
COc1ccc(OCC(=O)Nc2cc(OC)ccc2N2CCCCC2)cc1
 : -2.8 | 7
CNC(=S)NNc1ccccc1[N+](=O)[O-]
 : -0.4 | 13
CCOCCCNC(=O)CN1C(=O)CSc2cc(S(=O)(=O)N3CCCCCC3)ccc21
 : -0.6 | 12
COc1ccc(CNC(=O)[C@@H]2CC=C[C@@H]3CCN(Cc4ccc(Cl)c(Cl)c4)C(=O)[C@@H]32)cc1
 : -0.7 | 36
O=C(NC1CCS(=O)(=O)C1)/C(=C/c1ccco1)NC(=O)c1ccccc1 (configuration not stated)
 : -1.0 | 9
